Screening results (PubChem)
zfTRPN1 agonist = zebrafish TRPN1 (NompC) channel agonism. HEK293 zebrafish TRPN1-YFP, Fluo-8 calcium fluorescence; 100% = response to 87 µM carbachol. activation, % at 3 µM. hit rate 0.18% among 220,000. AID 1424;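 active = activation above its plate's cutoff, the mean activation of test wells on that plate plus 3 SD, cut at about 19% in these data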;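 also: 0% = DMSO alone and 100% = 87 µM carbachol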
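Material – zebrafish TRPN1-YFP in HEK293 cells · Doses – 3 µM single point · Schedule – dye 1 h 37 °C plus 30 min RT · Signal – Fluo-8 calcium fluorescence, excitation 470-495 nm, emission 515-575 nm · Read-out – % activation versus carbachol response · Control set – carbachol high, DMSO low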
Calpain2 inh = calpain II (pig) inhibition; purified calpain II, fluorogenic peptide substrate, 30 min; hit rate 0.37% among 220,000; inhibition, % at 16 µM;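 active = inhibition above about 50%, limit read from the data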
S1P4 agonist = activates the human S1P4 receptor | O95977 | S1P4-expressing cell line, agonist reporter assay | activation, % at 4.98 µM | hit rate 0.35% among 220,000 | AID 1509; in the data active = activation above about 11%;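 also: 0% = DMSO vehicle and 100% = reference agonist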
Target sequence (O95977 whole entry, looked up): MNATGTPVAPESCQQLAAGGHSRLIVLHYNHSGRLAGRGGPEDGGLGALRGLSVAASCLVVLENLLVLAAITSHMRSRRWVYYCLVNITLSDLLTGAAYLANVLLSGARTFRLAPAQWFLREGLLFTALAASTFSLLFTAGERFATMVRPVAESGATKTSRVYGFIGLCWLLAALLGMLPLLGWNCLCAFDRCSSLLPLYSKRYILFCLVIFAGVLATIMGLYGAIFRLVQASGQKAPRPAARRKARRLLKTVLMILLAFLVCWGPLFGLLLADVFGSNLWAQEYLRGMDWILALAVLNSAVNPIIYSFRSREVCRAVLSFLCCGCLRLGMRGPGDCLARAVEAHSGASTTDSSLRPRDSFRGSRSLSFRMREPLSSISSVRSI
S1P4 antagonist = human S1P4 receptor antagonism. S1P4-expressing cells, antagonist mode, reporter read-out. AID 1510. inhibition, % at 4.98 µM. O95977. hit rate 0.26% among 220,000; in the data active = inhibition above about 29%;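 also: 0% = wells stimulated with agonist and 100% = vehicle wells without agonist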
TRPML3 ag = activates the human TRPML3 channel; Q8TDD5; hit rate 0.29% among 220,000; HEK293 TRPML3-YFP, Fluo-8 calcium fluorescence; 100% = the carbachol control signal; activation, % at 3 µM;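 active = activation above its plate's cutoff, the mean activation of the plate's test wells plus 3 SD, cut at about 12% in these data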;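 also: 0% = DMSO only wells and 100% = carbachol wells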
Target sequence (Q8TDD5 whole entry, looked up): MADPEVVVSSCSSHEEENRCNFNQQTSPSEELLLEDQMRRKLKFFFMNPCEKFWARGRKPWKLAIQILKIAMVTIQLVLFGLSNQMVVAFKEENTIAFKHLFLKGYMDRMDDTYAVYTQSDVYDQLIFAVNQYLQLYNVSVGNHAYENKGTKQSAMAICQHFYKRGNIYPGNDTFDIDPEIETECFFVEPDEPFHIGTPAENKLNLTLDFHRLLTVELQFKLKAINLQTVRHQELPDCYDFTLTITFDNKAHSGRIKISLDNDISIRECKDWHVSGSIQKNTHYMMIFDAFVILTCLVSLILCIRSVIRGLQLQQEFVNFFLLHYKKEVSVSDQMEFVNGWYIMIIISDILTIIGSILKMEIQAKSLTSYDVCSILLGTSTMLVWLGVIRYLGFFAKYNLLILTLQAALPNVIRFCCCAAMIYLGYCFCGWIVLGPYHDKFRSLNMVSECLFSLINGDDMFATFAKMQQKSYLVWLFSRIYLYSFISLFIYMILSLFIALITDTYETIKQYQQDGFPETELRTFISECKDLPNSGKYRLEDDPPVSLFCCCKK
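Test system: HEK293 cells stably carrying human TRPML3-YFP; Doses: single dose, 3 µM final nominal compound, 0.3% DMSO final; Schedule: dye loading 1 h 37 °C then 30 min ambient, 125 s read; Technique: Fluo-8 calcium fluorescence; Benchmarks: high control carbachol 87 µM, low control DMSO.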
PERK inhibitor = inhibitors of human PERK kinase; Q9NZJ5; CHO PERK-DD fusion, SEAP luminescence translation reporter; hit rate 0.17% among 220,000; inhibition, % at 5.6 µM; AID 1416;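 active = inhibition above the mean inhibition of all tested compounds plus 3 SD, set separately per screening campaign, cut at about 2.9% in these data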;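 also: PERK kinase domain activated by AP20187 dimerizer at 100 nM; 0% = DMSO with dimerizer and 100% = rapamycin at 8.4 µM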
BaF3 tox = counter-screen for JAK2V617F inhibitors: parental Ba/F3 viability inhibitors. CellTiter-Glo ATP luminescence. inhibition, % at 5.6 µM. hit rate 1.1% among 220,000. AID 1486;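 active = inhibition above a per-campaign cutoff, the mean inhibition of all tested compounds plus 3 SD, cut at about 27% in these data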;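 also: 0% = DMSO wells and 100% = JAK Inhibitor I control wells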
Ba/F3 V617F tox = reduce viability of Ba/F3 cells dependent on JAK2V617F; AID 1446; Ba/F3 EpoR-JAK2V617F viability, ATP luminescence; hit rate 1.1% among 220,000; inhibition, % at 5.6 µM;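 active = inhibition above the campaign mean plus 3 SD over all tested compounds, cut at about 24% in these data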;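 also: cytokine-independent growth of Ba/F3 cells driven by EpoR plus mutant JAK2; 0% = DMSO-treated cells and 100% = JAK inhibitor I control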
EP2 modulator = modulators of human EP2 prostaglandin E2 receptor; P43116; EP2-expressing cells, cAMP HTRF FRET, PGE2 co-stimulation; induction, % at 25 µM; hit rate 0.83% among 260,000; AID 940;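 active = compounds whose cAMP rise, as percent of the full-agonist control response, exceeds 60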;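 also: rat C6 glioma line stably carrying human EP2 under a CMV promoter; the protocol text gives 20 µM as final concentration; 100% = response of wells given 1 µM PGE2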
An asterisk follows results filed as active; & = joins results of further samples.

COC(=O)C1CSC(C(=O)OC)N1C(=O)CN1CC(C)OC(C)C1 (configuration not stated) was read as zfTRPN1 agonist 0.1, Calpain2 inh 6, S1P4 agonist -0.7, S1P4 antagonist -13, TRPML3 ag 0.7, PERK inhibitor 0.6, BaF3 tox 3, Ba/F3 V617F tox -4 and EP2 modulator 18.
For CCO/C(C)=C1\C(=O)N(CC)c2ccccc21 the results were zfTRPN1 agonist -0.1, Calpain2 inh -17, S1P4 agonist 1.8, S1P4 antagonist -11, TRPML3 ag 1.7, PERK inhibitor 0.5, BaF3 tox 4, Ba/F3 V617F tox -2 and EP2 modulator 26.
Cc1ccc(/C=N/n2c(-c3ccco3)n[nH]c2=S)s1 was read as zfTRPN1 agonist -0.9, Calpain2 inh 3, S1P4 agonist 0.3, S1P4 antagonist -1, TRPML3 ag 0.8, PERK inhibitor 0.7, BaF3 tox 6, Ba/F3 V617F tox -2 and EP2 modulator 19.
For O=S(=O)(Nc1cccc(S(=O)(=O)N2CCCCCC2)c1)c1ccccc1 the results were zfTRPN1 agonist -1.7, Calpain2 inh -21, S1P4 agonist -0.5, S1P4 antagonist -15, TRPML3 ag 0.5, PERK inhibitor 0.1, BaF3 tox 6, Ba/F3 V617F tox -3 and EP2 modulator 16.
For CCCN1CCN(CCCNC(=S)Nc2ccc(F)cc2)CC1 the results were zfTRPN1 agonist 1.7, Calpain2 inh 23, S1P4 agonist 2.5, S1P4 antagonist -5, TRPML3 ag 0.3, PERK inhibitor -0.7, BaF3 tox 7, Ba/F3 V617F tox 2 and EP2 modulator 10.
`CCOc1ccccc1NC(=O)c1nc(-c2ccccc2)oc1C` gave zfTRPN1 agonist 0.1, Calpain2 inh -32, S1P4 agonist -2.0, S1P4 antagonist -2, TRPML3 ag 0.6, PERK inhibitor -0.4, BaF3 tox 2, Ba/F3 V617F tox -4 and EP2 modulator 63*.
CC(C)COC(=O)NCC12C=CC(O1)C1C(=O)N(c3ccc(Cl)cc3)C(=O)C12 (configuration not stated) was read as zfTRPN1 agonist -0.7, Calpain2 inh -8, S1P4 agonist 0.3, S1P4 antagonist -19, TRPML3 ag -0.1, PERK inhibitor 0.4, BaF3 tox 2, Ba/F3 V617F tox -2 and EP2 modulator -18.
`Nc1c(C(=O)Nn2cnnc2)cc([N+](=O)[O-])cc1[N+](=O)[O-]` gave zfTRPN1 agonist -0.4, Calpain2 inh 38, S1P4 agonist 0.8, S1P4 antagonist -4, TRPML3 ag 0.5, PERK inhibitor 0.7, BaF3 tox 4, Ba/F3 V617F tox -3 and EP2 modulator 3.
Screening COc1ccc(NC(=O)Nc2ccccc2C(N)=O)cc1OC returned zfTRPN1 agonist 0.6, Calpain2 inh 10, S1P4 agonist -1.5, S1P4 antagonist -23, TRPML3 ag -0.8, PERK inhibitor 0.6, BaF3 tox 1, Ba/F3 V617F tox -1 and EP2 modulator 4.
`CC(C)CCNC(=O)C(c1ccco1)N(CC1CCCO1)C(=O)Cn1nnc2ccccc21` (configuration not stated) gave zfTRPN1 agonist -1.1, Calpain2 inh -6, S1P4 agonist 1.0, S1P4 antagonist -9, TRPML3 ag -1.6, PERK inhibitor -0.8, BaF3 tox 3, Ba/F3 V617F tox 1 and EP2 modulator 14.
For CCN(CCNC(=O)C1CCN(S(=O)(=O)CC)CC1)c1ccccc1 the results were zfTRPN1 agonist 1.5, Calpain2 inh -3, S1P4 agonist -0.3, S1P4 antagonist 0, TRPML3 ag 0.1, PERK inhibitor 1.0, BaF3 tox 8, Ba/F3 V617F tox 2 and EP2 modulator 23.
COCCn1c(-c2ccc(OC)c(OC)c2)nc2ccccc21 was read as zfTRPN1 agonist -0.1, Calpain2 inh 18, S1P4 agonist -1.7, S1P4 antagonist -14, TRPML3 ag 0.2, PERK inhibitor -0.1, BaF3 tox 3, Ba/F3 V617F tox -3 and EP2 modulator 4.
Screening O=C(Nc1ccc(Cl)cc1)N1CCCC1 returned zfTRPN1 agonist 0.0, Calpain2 inh -6, S1P4 agonist -0.2, S1P4 antagonist -10, TRPML3 ag 0.0, PERK inhibitor 1.3, BaF3 tox -2, Ba/F3 V617F tox -2 and EP2 modulator -3.
O=C(NCc1ccc(F)cc1)c1cnc2n(c1=O)CCS2 was read as zfTRPN1 agonist -0.3, Calpain2 inh 4, S1P4 agonist -0.7, S1P4 antagonist -9, TRPML3 ag -0.2, PERK inhibitor 0.0, BaF3 tox 3, Ba/F3 V617F tox -4 and EP2 modulator 8.
CN1N=C2c3ccccc3CCC2C1c1ccc(Cl)cc1 (configuration not stated) was read as zfTRPN1 agonist -0.7, Calpain2 inh -4, S1P4 agonist 0.8, S1P4 antagonist 4, TRPML3 ag 0.8, PERK inhibitor 0.9, BaF3 tox 3, Ba/F3 V617F tox -2 and EP2 modulator -17.
O=C(NNc1ccc([N+](=O)[O-])cc1[N+](=O)[O-])C1C2CCCCC21 (configuration not stated) was read as zfTRPN1 agonist 2.5, Calpain2 inh 2, S1P4 agonist -0.1, S1P4 antagonist -4, TRPML3 ag -0.2, PERK inhibitor 1.5, BaF3 tox 6, Ba/F3 V617F tox -1 and EP2 modulator 65*.
Screening Cc1cccc(NC(=O)C2CC(=O)OC23CCCCC3)c1 (configuration not stated) returned zfTRPN1 agonist 1.2, Calpain2 inh -10, S1P4 agonist 0.2, S1P4 antagonist -13, TRPML3 ag -0.1, PERK inhibitor -0.8, BaF3 tox 3, Ba/F3 V617F tox 2 and EP2 modulator 2.
O=C(CCN1CCC(c2ccccc2)C1)c1ccccc1 (configuration not stated) was read as zfTRPN1 agonist -0.9, Calpain2 inh -4, S1P4 agonist 0.3, S1P4 antagonist -5, TRPML3 ag 0.3, PERK inhibitor 1.3, BaF3 tox 4, Ba/F3 V617F tox -2 and EP2 modulator 17.
Screening O=C(OC(C(=O)NC1CCCC1)c1ccncc1)C1=Cc2ccccc2OC1 (configuration not stated) returned zfTRPN1 agonist -1.4, Calpain2 inh -45, S1P4 agonist 0.3, S1P4 antagonist -10, TRPML3 ag -0.5, PERK inhibitor -0.9, BaF3 tox 0, Ba/F3 V617F tox 0 and EP2 modulator -17.
For Cc1ccc(-n2c(SCC(=O)NCC3CCCO3)nnc2-c2ccoc2C)cc1 (configuration not stated) the results were zfTRPN1 agonist 2.1, Calpain2 inh 5, S1P4 agonist -0.6, S1P4 antagonist -3, TRPML3 ag -0.9, PERK inhibitor -0.6, BaF3 tox 1, Ba/F3 V617F tox -3 and EP2 modulator 1&15.
CCCn1c(C)cc(C(=O)COc2ccc(S(=O)(=O)N(CC)CC)cc2[N+](=O)[O-])c1C was read as zfTRPN1 agonist -0.7, Calpain2 inh -1, S1P4 agonist 1.4, S1P4 antagonist -20, TRPML3 ag 0.2, PERK inhibitor -0.9, BaF3 tox 0, Ba/F3 V617F tox 0 and EP2 modulator -17.
Screening N=C1C(c2ccccc2)=C(O)CN1CCO returned zfTRPN1 agonist 0.6, Calpain2 inh -12, S1P4 agonist 1.4, S1P4 antagonist 8, TRPML3 ag 1.1, PERK inhibitor 1.4, BaF3 tox 5, Ba/F3 V617F tox 0 and EP2 modulator 5.
`COC(=O)c1cn(-c2ccc(F)cc2)c(=O)c2ccccc12` gave zfTRPN1 agonist -3.0, Calpain2 inh 9, S1P4 agonist -0.2, S1P4 antagonist 8, TRPML3 ag -0.2, PERK inhibitor 0.4, BaF3 tox 0, Ba/F3 V617F tox -2 and EP2 modulator 54.
Screening N#Cc1c(NC(=O)CSCC(=O)O)sc2c1CCCC2 returned zfTRPN1 agonist 1.6, Calpain2 inh -22, S1P4 agonist 0.2, S1P4 antagonist -20, TRPML3 ag 1.1, PERK inhibitor -0.8, BaF3 tox 2, Ba/F3 V617F tox 1 and EP2 modulator 13&-3.
`CCOc1ccc2nc3c(cc2c1)CN(CCOC)C(=NC)S3` gave zfTRPN1 agonist 1.0, Calpain2 inh -19, S1P4 agonist -2.4, S1P4 antagonist -8, TRPML3 ag 0.0, PERK inhibitor -0.6, BaF3 tox 2, Ba/F3 V617F tox -3 and EP2 modulator -16.
COC(=O)CSc1snnc1-c1ccc(F)cc1 was read as zfTRPN1 agonist -0.8, Calpain2 inh -33, S1P4 agonist 2.0, S1P4 antagonist -16, TRPML3 ag 0.2, PERK inhibitor 0.1, BaF3 tox 3, Ba/F3 V617F tox -3 and EP2 modulator 14.
For Cn1c(=O)c([N+](=O)[O-])c(-n2cnc3ccccc32)c2ccccc21 the results were zfTRPN1 agonist 0.4, Calpain2 inh -6, S1P4 agonist 0.5, S1P4 antagonist 16, TRPML3 ag 0.4, PERK inhibitor -0.5, BaF3 tox 1, Ba/F3 V617F tox -6 and EP2 modulator -34.
`CCOC(=O)c1c(C)[nH]c(C(=O)OC/C(O)=C(\C#N)c2nc3ccccc3[nH]2)c1C` gave zfTRPN1 agonist 1.7, Calpain2 inh -31, S1P4 agonist 1.1, S1P4 antagonist -16, TRPML3 ag 1.2, PERK inhibitor -0.3, BaF3 tox 5, Ba/F3 V617F tox 1 and EP2 modulator -32.
Screening N#Cc1ccc(Oc2ccc(-c3nc4ccccc4nc3-c3ccccc3)cc2)cc1C#N returned zfTRPN1 agonist -0.6, Calpain2 inh -70, S1P4 agonist 2.1, S1P4 antagonist -14, TRPML3 ag 0.2, PERK inhibitor -0.2, BaF3 tox 3, Ba/F3 V617F tox -1 and EP2 modulator 43.
For O=C(CSc1oc(-c2ccco2)nc1S(=O)(=O)c1ccc(F)cc1)NCC1CCCO1 (configuration not stated) the results were zfTRPN1 agonist -0.2, Calpain2 inh -24, S1P4 agonist 1.8, S1P4 antagonist -25, TRPML3 ag 0.8, PERK inhibitor -1.1, BaF3 tox 3, Ba/F3 V617F tox -2 and EP2 modulator 16.
CN1CCN(CCCNC(=O)Nc2cccc3ccccc23)CC1 was read as zfTRPN1 agonist 1.3, Calpain2 inh 2, S1P4 agonist -0.4, S1P4 antagonist -3, TRPML3 ag 1.0, PERK inhibitor -0.2, BaF3 tox 2, Ba/F3 V617F tox 2 and EP2 modulator 25.
COc1ccc(C(=O)CN(C(=O)c2ccc(Cl)cc2)N2C(=O)c3ccccc3C2=O)cc1 was read as zfTRPN1 agonist -1.4, Calpain2 inh 9, S1P4 agonist 1.4, S1P4 antagonist -2, TRPML3 ag -0.3, PERK inhibitor 0.7, BaF3 tox -1, Ba/F3 V617F tox 0 and EP2 modulator 20.
CC(=O)c1c(C)nc2ccc(Br)cc2c1-c1ccccc1 was read as zfTRPN1 agonist -0.9, Calpain2 inh -20, S1P4 agonist -0.2, S1P4 antagonist 8, TRPML3 ag -0.4, PERK inhibitor 0.2, BaF3 tox 9, Ba/F3 V617F tox 2 and EP2 modulator 57.
`CC1CCN(C(=O)c2ccc3c(Cl)c4c(nc3c2)CCCC4)CC1` gave zfTRPN1 agonist 0.7, Calpain2 inh 40, S1P4 agonist -0.1, S1P4 antagonist 7, TRPML3 ag 0.1, PERK inhibitor 0.9, BaF3 tox 5, Ba/F3 V617F tox 0 and EP2 modulator -15.
